Screening results deposited in PubChem by National Center for Advancing Translational Sciences (NCATS).
Menin-MLL TR inh = inhibitors of human menin-MLL interaction, mutant MLL peptide; O00255; Menin + Texas Red MLL mutant peptide, fluorescence polarization; Potency, µM (titrated, usually from 61.6 µM), for inactives: at the top dose FP activity change, negative = inhibition, actives largely listed as inhibitors; actives 0.23% (n = 270,000); active = well fitted inhibition curve with a large enough effect in the polarisation, with a control signal flat, not every such curve was filed as active; inconclusive = small, poorly fitted or top-dose-only effect, or effect the other way, or a change in a side signal; inactive = no such curve, though single readings can be large or run the other way; the % refers to the polarisation; also: potency is read from the fitted curve at half-maximal effect; % of control where 0% means no effect; many of its hits are not listed in these tables
Target sequence (O00255 whole entry, looked up): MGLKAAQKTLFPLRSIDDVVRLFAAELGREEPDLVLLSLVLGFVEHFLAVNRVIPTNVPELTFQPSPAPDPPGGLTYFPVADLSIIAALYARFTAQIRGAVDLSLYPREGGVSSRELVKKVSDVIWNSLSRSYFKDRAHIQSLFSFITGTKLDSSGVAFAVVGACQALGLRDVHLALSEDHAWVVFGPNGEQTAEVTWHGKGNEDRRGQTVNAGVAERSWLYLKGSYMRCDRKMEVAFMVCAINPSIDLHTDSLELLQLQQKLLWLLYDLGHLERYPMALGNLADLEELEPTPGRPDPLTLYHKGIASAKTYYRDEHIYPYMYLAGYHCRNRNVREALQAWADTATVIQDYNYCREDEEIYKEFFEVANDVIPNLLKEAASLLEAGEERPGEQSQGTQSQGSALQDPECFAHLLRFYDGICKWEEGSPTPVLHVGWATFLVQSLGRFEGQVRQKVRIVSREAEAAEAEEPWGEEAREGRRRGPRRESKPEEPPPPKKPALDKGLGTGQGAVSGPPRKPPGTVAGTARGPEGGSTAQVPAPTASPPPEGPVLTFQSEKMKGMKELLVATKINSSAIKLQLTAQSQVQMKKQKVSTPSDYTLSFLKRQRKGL
Tb PFK block = inhibitors of T. brucei phosphofructokinase | T. brucei PFK, ADP-Glo luminescence | Potency, µM (doses to about 57.5 µM), inactives show top-dose activity, negative = inhibition, hits mostly inhibitors | actives 0.17% (n = 330,000);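 also: potency is read from the fitted curve at half-maximal effect; 0% = uninhibited 1x PFK enzyme wells and -100% = no-enzyme wells; nearly all actives have a fitted effect of over 60% in size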
Target sequence (O15648 whole entry, looked up): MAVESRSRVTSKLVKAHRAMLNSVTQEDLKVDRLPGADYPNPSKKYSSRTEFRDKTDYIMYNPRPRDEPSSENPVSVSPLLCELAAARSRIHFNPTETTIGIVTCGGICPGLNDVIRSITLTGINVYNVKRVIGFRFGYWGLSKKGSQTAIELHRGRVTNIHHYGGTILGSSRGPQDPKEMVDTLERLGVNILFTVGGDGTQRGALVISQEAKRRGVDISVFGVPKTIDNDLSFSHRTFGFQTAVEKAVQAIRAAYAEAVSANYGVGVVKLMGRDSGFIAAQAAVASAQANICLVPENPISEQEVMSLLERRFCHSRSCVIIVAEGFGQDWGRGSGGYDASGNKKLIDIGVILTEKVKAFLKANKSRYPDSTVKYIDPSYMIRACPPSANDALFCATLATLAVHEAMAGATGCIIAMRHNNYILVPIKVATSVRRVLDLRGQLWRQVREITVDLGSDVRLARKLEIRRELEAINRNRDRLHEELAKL
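1.25 nM PFK with 0.5 mM F6P and 0.1 mM ATP in 0.1 M TEA pH 8.0, 5 mM MgCl2, incubated 45 min at room temperature; ADP measured by ADP-Glo luminescence; compounds titrated up to 57 uM.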
ASM inhibitor = inhibitors of human secretory acid sphingomyelinase. P17405. AID 504937. actives 0.006% (n = 340,000). placental ASM, HMU-PC fluorogenic substrate, 60 min. Potency, µM (highest dose often 57.5 µM), for the others: at the top dose activity change, negative = inhibition, usual class: inhibitors; also: potency is read from the fitted curve at half-maximal effect
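HMU-PC0 cleavage (9 uM final) by human placental ASM, 60 min at 37 °C following 10 min compound exposure at RT; stopped at pH 10, fluorescence Ex 386/Em 447 nm.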
Giardia kill = kills Giardia lamblia | Giardia lamblia trophozoite viability | activity change, % at 7.66 µM, hits read low | actives 0.15% (n = 340,000); in the data active = activity change below about -80%; inconclusive = between about -30% and that limit;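 also: parasites exposed to compound for two days anaerobically before the ATP read; % is scaled to controls: 0 for no effect and ±100 for the full control effect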
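ATP-content bioluminescence gauges trophozoite survival. Cells (100/well) receive compound and incubate anaerobically for 48 hrs at 37 deg C; detection reagent follows for 15-30 min at room temperature.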
Integrin act MD = activators of alpha7 integrin expression for muscular dystrophy; alpha7betagal myoblasts, beta-gal FDG fluorescence, 48 h; Potency, µM (titrated, usually from 38.3 µM), for inactives: at the highest dose activation, hits mostly activators; actives 0.064% (n = 350,000); AID 624291;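 also: potency is read from the fitted curve at half-maximal effect; 100% = response of the positive control SU9516; nearly all actives have a fitted effect of over 60% in size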
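alpha7betagal+/- myoblasts (passage 13, 250/well) treated 48 h at 37C with compounds at 1:260 dilution of DMSO stock. Lysed, then beta-galactosidase activity read as FDG fluorescence (ex 480/em 540) after 30 min, with pre-read for autofluorescence.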
Coupling enz = inhibits coupling enzyme system, counter-screen for aldolase hits; coupling enzyme system counterscreen, AmpLite Red fluorescence; activity change, negative = inhibition, % at 58.2 µM, hits read low; AID 2472; actives 0.67% (n = 290,000); in the data active = activity change below about -30%; also: % is scaled to controls: 0 for no effect and ±100 for the full control effect
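Coupling enzymes only (glyceraldehyde-3-phosphate) + compound, at 57.5 uM final, 10 min RT; add substrate/coupling/AmpLite Red mix, 20 min RT; fluorescence ex 525/em 598 nm. Actives flag coupling-system interference.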
GALK inhibitor = blocks human galactokinase activity; Potency, µM (doses to about 57.5 µM), inactives show at the top dose activity change, negative = inhibition, actives largely listed as inhibitors; actives 0.007% (n = 270,000); Purified GALK, Kinase-Glo residual ATP luminescence; AID 1868; also: potency is read from the fitted curve at half-maximal effect; % is scaled to controls: 0 for no effect and ±100 for the full control effect
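The enzyme phosphorylates galactose (100 uM) using ATP (35 uM); inhibition is detected as higher residual ATP, quantified by bioluminescence after 1 h reaction at room temperature, pH 8.0.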
B2AR arrestin = agonists driving beta-arrestin recruitment to human beta2-adrenergic receptor; beta-arrestin recruitment to beta2AR, cell-based reporter; Potency, µM (top dose mostly 46.1 µM), for inactives: top-dose activation, usual class: activators; actives 0.02% (n = 330,000); AID 492947;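 also: potency is read from the fitted curve at half-maximal effect; 0% = DMSO controls and full agonism = EC100 isoproterenol or metaproterenol; nearly all actives have a fitted effect of over 65% in size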
PKM2 act = PKM2 (human) enzyme activation; P14618; purified PKM2, Kinase-Glo ATP luminescence, activation; response scale: 0% is enzyme alone, no compound; Potency, µM (series often up to 57.5 µM), for inactives: top-dose activation, usual class: activators; actives 0.34% (n = 260,000); AID 1631; also: potency is read from the fitted curve at half-maximal effect; % is scaled to controls: 0 for no effect and ±100 for the full control effect; nearly all actives have a fitted effect of over 55% in size
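ATP formation by purified human PK-M2, quantified via coupled luciferase luminescence after 1 h at room temperature with 0.1 mM ADP and 0.5 mM PEP final.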
TSG101-PTAP inh = blocks PTAP/TSG101 interaction to inhibit HIV-1 budding. Potency, µM (highest dose often 115 µM), for the others: at the highest dose activity change, negative = inhibition, actives largely listed as inhibitors. AID 493005. 340,000 tested, under 10 active. Fluorescence polarization, FITC-PTAP peptide / Tsg101 binding. Q99816; active = well fitted inhibition curve with a large enough effect in the main read-out, with a control signal flat, not every such curve was filed as active; inconclusive = small, poorly fitted or top-dose-only effect, or effect the other way, or a change in a side signal; inactive = no such curve, though single readings can be large or run the other way; also: potency is read from the fitted curve at half-maximal effect; % of control where 0% means no effect
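Fluorescence anisotropy tracks displacement of a FITC-tagged PTAP peptide (50 nM) from the Tsg101 binding domain (10 uM), following a 20 min room-temperature incubation at pH 7.5.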
Chronic BCR inh = chronic active BCR signaling inhibition; ABC-DLBCL IkBa-CBG/CBR reporter, luminescence ratio, 4 h; Potency, µM (highest dose often 46.1 µM), for the others: top-dose ratio change, negative = lower green/red ratio, most hits filed as inhibitors; actives 0.05% (n = 340,000); active = well fitted inhibition curve with a large enough effect in the signal ratio, with a control signal flat, not every such curve was filed as active; inconclusive = small, poorly fitted or top-dose-only effect, or effect the other way, or a change in a side signal; the % refers to the signal ratio;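 also: potency is read from the fitted curve at half-maximal effect; plate controls were basal doxycycline-induced cells for no effect and cells given 10 µM MG132 for full effect; MG132 reads +100%, hits lower the ratio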
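Cell line TMD8 (human ABC DLBCL), stably expressing tet-inducible CBG68-IkBa fusion and CBR; IMDM/0.5% FBS; cpd up to 46 uM; dox induction, 4 h, 37C/5% CO2; dual luminescence; green/red ratio; MG132 control.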
* marks the source's active call; other numbers are inactive results; ? = inconclusive; / = no result given; [ ] = dose if it differs, or a comment. Unless noted, calls follow the shape of the dose curve; as a rule, active = well fitted curve in the direction sought with a large enough effect; inconclusive = small, poorly fitted or top-dose-only effect, or another doubt; inactive = no such curve, though single readings can be large; an effect the other way counts as inactive or inconclusive. The list is partial (hit frequency here may not be typical).

SMILES | Menin-MLL TR inh | Tb PFK block | ASM inhibitor | Giardia kill | Integrin act MD | Coupling enz | GALK inhibitor | B2AR arrestin | PKM2 act | TSG101-PTAP inh | Chronic BCR inh
O=C(CN1C(=O)NC2(CCCCCCC2)C1=O)N1CCc2ccccc2C1 | ? | 4% | 2% | -1 | 0% | 3 | -2% | 0.4% | -1% | 0% | -9%
O=C(C(=O)N1CCCc2ccccc21)N1CCCc2ccccc21 | -1% | -6% | 3% | -1 | 32% | 7 | 1% | -0.1% | -7% | 1% | -1%
COc1ccccc1N(Cc1cc(=O)[nH]c2ccccc12)C(=O)c1cccc([N+](=O)[O-])c1 | / | -8% | -1% | 9 | -26% | 2 | 2% | 0.5% | -1% | -1% | ?
CNC(=S)NCCc1c[nH]c2ccc(OC)cc12 | 13% | 0% | 4% | 21 | 8% | 4 | 8% | -0.2% | -8% | -1% | -2%
Cc1ncc(CO)c(/C=N/NC(=S)Nc2ccc(C(C)C)cc2)c1O | / | -4% | 331%[activator] | -3 | -35% | 0 | -2% | 0.3% | -8% | -4% | 4%
O=C(N/C=C\n1cnc2cc(C(F)(F)F)ccc21)c1ccc([N+](=O)[O-])cc1 | / | -3% | -10% | -28 | -3% | 5 | 4% | -0.3% | 8% | -6% | 1%
Cc1ccc(NC(=O)Nc2ncccc2C)cc1 | 28% | -6% | 3% | 4 | 11% | 1 | / | -0.6% | 9% | -3% | -2%
CSc1nc(=O)n(-c2ccccc2)c(C)c1C(C)=O | 5% | -4% | 5% | 4 | 9% | 4 | 7% | 0.5% | -4% | -4% | 0%
O=C(Cc1ccc(Cl)cc1)Oc1cccc2cccnc12 | 0% | 0% | 2% | 14 | -35% | -10 | / | -0.4% | -8% | 0% | ?
C[C@@H]1C=C(C(=O)NCc2nc3ccccc3[nH]2)O[C@H](OCc2ccc(CO)cc2)C1 | / | 2% | 1% | 1 | 17% | 8 | 1% | -0.4% | -5% | 1% | ?
CN(C)c1ccc(/C=N\NC(=O)c2csnn2)cc1 | / | -11% | 5% | 3 | 20% | 2 | -2% | -0.2% | 6% | -5% | /
Cc1ccc(O)c(CO)n1 | / | 0% | 4% | 0 | 1% | 3 | 6% | -0.2% | 1% | -9% | 1%
CCc1ccccc1NC(=O)c1onc(C)c1Cl | -3%[11.7 µM] | 3% | -3% | -29 | 19% | 4 | 1% | 0.5% | 1% | -7% | -1%
CN(C)S(=O)(=O)Oc1ccc(Cl)cc1C(=O)Nc1ccc(F)cc1F | 23% | 5% | -1% | 23 | -29% | -1 | 0% | 0.0% | -1% | 1% | 5%
CCOCCCNC(=O)C(c1ccccc1)N(Cc1ccc2c(c1)OCO2)C(=O)CNC(C)=O (stereo unspecified) | 16% | 2% | 2% | 0 | -17% | 2 | 0% | -0.1% | 3% | -13% | 5%
CCN(CC)C(=O)Cn1ncc2c1-c1ccccc1OC2 | ? | -4% | 9% | 14 | 3% | 0 | 0% | 0.2% | 8% | 2% | 0%
O=C(CNC(=O)c1ccc(Cl)cc1)Nc1ccc(S(=O)(=O)Nc2ncccn2)cc1 | / | -9% | -3% | -30 | -8% | 8 | -1% | 0.8% | 1% | 1% | -23%
COc1ccc(Cl)cc1NC(=O)C1CCCN(S(=O)(=O)c2cccc3nonc23)C1 (stereo unspecified) | 25% | -3% | -4% | ? | 18% | -2 | -3% | -1.0% | 4% | -2% | 3%
CCN1CCN(Cc2c(C)[nH]c3ccc(C(=O)OC)cc3c2=O)CC1 | -5% | 18% | 1% | 3 | 9% | -1 | 1% | -0.1% | -3% | -6% | -3%
Cc1ccc(F)cc1NC(=O)N1CCCN(C(=O)OC(C)(C)C)CC1 | / | 2% | -3% | -9 | 39% | 2 | 0% | -0.3% | 0% | -1% | ?
COc1ccc(C2/C(=C(/O)c3ccc(OC(C)C)cc3)C(=O)C(=O)N2CCCN2CCOCC2)cc1 (stereo unspecified) | -2% | 0% | 4% | 22 | -13% | 0 | / | 3.8% | 1% | -1% | 0%
CCOc1ccc(C(=O)Nc2ccccc2C#N)cc1[N+](=O)[O-] | 0% | -4% | / | -10 | 21% | -1 | 1% | -0.7% | -2% | -4% | 1%
Cc1ccc(S(=O)(=O)NCc2csc(C)n2)cc1 | -22% | 9% | 2% | -25 | 25% | 0 | / | 0.5% | / | -7% | ?
O=C(Nc1ccccc1C(=O)N1CCOCC1)c1ccc(Br)cc1 | / | 0% | 0% | 5 | 6% | / | -2% | -0.4% | -3% | 2% | -1%
COc1cc(/C=C/C(=O)OC(C)C(=O)Nc2c(C)n(C)n(-c3ccccc3)c2=O)ccc1OCC#N (stereo unspecified) | -4% | -4% | 1% | 13 | 10% | -1 | 8% | 0.9% | -6% | -6% | -14%
CC1CCCC(C)N1C(=O)c1cc(-c2ccc(Cl)c(Cl)c2)on1 (stereo unspecified) | -11% | -1% | -9% | 0 | -10% | 1 | 1% | -0.1% | 2% | -11% | ?
O=C(COc1ccccc1)N1N=C(c2cccnc2)CC1(O)C(F)(F)F (stereo unspecified) | -1% | -3% | 6% | -1 | 27% | 4 | / | -1.0% | -2% | 0% | ?
O=C(NCc1cccs1)[C@@H]1CSC2c3ccccc3C(=O)N21 (stereo partly specified) | -9% | 3% | -2% | 10 | -16% | 2 | 3% | 0.3% | -1% | -4% | -4%
CNC(=S)NNC(=O)c1noc(C)c1C(=O)N1CCN(C(c2ccccc2)c2ccccc2)CC1 | 5% | 2% | -3% | -1 | -38% | 2 | 1% | 0.1% | -5% | -1% | 1%
COc1cccc(NC(=O)CN(C)C(=O)c2ccc(OCc3ccccc3)c(OC)c2)c1 | / | -12% | -1% | -13 | -21% | / | / | 0.4% | / | 1% | ?
COc1ccc(CCNCc2ccc(OCC(=O)N3CCCCC3)c(OC)c2)cc1OC | ? | -5% | 3% | -18 | 6% | -1 | 3% | 0.7% | 13% | -2% | 0%
Fc1cccc2ncnc(OCc3ccccc3)c12 | 8% | -1% | -1% | -12 | -30% | 2 | -2% | -0.3% | -3% | 2% | ?
COC(=O)C1=C(C)n2nnnc2NC1c1cc2ccccc2o1 (stereo unspecified) | 11% | -1% | 25% | -14 | 13% | -4 | 3% | -1.2% | -7% | 1% | -11%
Cn1c(=O)n(C)c2cc(S(=O)(=O)N3CCCc4ccccc43)ccc21 | -10% | -13% | 4% | 3 | -10% | 0 | -1% | 0.0% | 2% | / | ?
CCCCc1nc2ccccc2c(NC(=O)CN(CC)CC)c1CCC | -22% | -5% | 0% | 3 | -13% | 2 | 3% | 3.1% | 0% | -9% | ?
CN(CC1CCCN(CCc2cccc(C(F)(F)F)c2)C1)C(=O)c1ccc2nc[nH]c2c1 (stereo unspecified) | / | -3% | 2% | 4 | -28% | / | -1% | -0.9% | / | -4% | 0%
Cc1cc2c(c(SCC(=O)NCc3ccccc3Cl)n1)C(=O)OC2 | -4% | 0% | 3% | 11 | 15% | 4 | -3% | 0.4% | 3% | -5% | ?
O=C(COC(=O)C12CC3CC(CC(C3)C1)C2)Nc1ccc([N+](=O)[O-])cc1Br | 0% | -3% | -7% | 6 | 7% | -4 | 2% | -0.3% | -7% | -2% | 3%
CC12CCC(C(=O)Nc3ccc(SC(F)F)cc3)(CC1=O)C2(C)C (stereo unspecified) | -7% | -1% | -3% | 10 | 27% | -1 | -6% | 0.0% | 1% | -1% | 6%
O=C(Cc1ccc2c(c1)CCCC2)Nc1ccccc1Br | -3% | -9% | -4% | 3 | 24% | -3 | -2% | 0.5% | 2% | 0% | 8%
O=C(CN1CCCc2ccccc21)NCc1ccccc1Cl | -1% | 0% | -2% | 4 | 1% | -1 | 1% | -0.4% | -2% | -1% | ?
CCCc1nc(SCC(=O)c2ccc(OC)cc2)c2ccccc2n1 | -10% | -17% | -7% | -21 | -21% | -1 | -2% | -0.6% | 5% | -3% | ?
CC(=O)Nc1ccc(S(=O)(=O)Nc2ccc(C)c([N+](=O)[O-])c2)cc1 | 5% | 2% | -6% | -16 | -4% | 1 | -4% | 0.0% | -7% | -3% | -10%
O=C(c1ccco1)N1CCN(C(=O)c2cc3c(=O)oc4ccccc4c3s2)CC1 | -15% | 1% | 1% | 11 | -8% | 0 | -1% | 4.8% | -5% | -4% | -11%
